Screening data deposited in PubChem BioAssay by National Center for Advancing Translational Sciences (NCATS).
IMPase cell inh – IMPase inhibition in cells; AID 901; P97697; 120,000 tested, under 10 active; inhibition (IP1 accumulation), % at 46.1 µM; CHO-M1 cells, IP1 accumulation, HTRF TR-FRET ratio; active = well fitted curve in the direction sought with a large enough effect in the signal ratio, not every such curve was filed as active; inconclusive = small, poorly fitted or top-dose-only effect, or a change in a side signal; inactive = no such curve, though single readings can be large or run the other way; the % refers to the signal ratio;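 note: cells stimulated with carbachol in lithium chloride buffer; plate controls were DMSO basal wells for no effect and reference inhibitor wells for full effect; higher means more IMPase inhibition seen as more IP1 and lower FRET ratio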
Target sequence (P97697 whole entry, looked up): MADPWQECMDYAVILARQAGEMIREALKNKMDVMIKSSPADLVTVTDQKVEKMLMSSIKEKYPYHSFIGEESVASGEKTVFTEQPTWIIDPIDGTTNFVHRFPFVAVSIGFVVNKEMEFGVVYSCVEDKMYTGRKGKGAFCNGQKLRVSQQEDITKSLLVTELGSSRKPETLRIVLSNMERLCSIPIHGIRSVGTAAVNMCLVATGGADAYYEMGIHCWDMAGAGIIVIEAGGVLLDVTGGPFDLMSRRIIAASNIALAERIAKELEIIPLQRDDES
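Carbachol-driven Gq signalling in CHO-M1 cells (2000/well) generates IP1. Compounds that block IMPase raise IP1 and so reduce the FRET signal from Eu-anti-IP1 and d2-IP1 after a 10 min room-temperature lysis.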
ALOX12 inhib – 12-hLO (ALOX12) enzyme inhibition; purified 12-hLO, xylenol orange hydroperoxide absorbance; Potency, µM (doses to about 57.1 µM), without a hit: at the highest dose activity change, negative = inhibition, actives largely listed as inhibitors; actives 0.12% (n = 150,000); AID 1452; note: potency is the fitted concentration of half-maximal effect; nearly all actives have a fitted effect of over 55% in size; many of its hits are not listed in these tables
Target sequence (P18054 whole entry, looked up): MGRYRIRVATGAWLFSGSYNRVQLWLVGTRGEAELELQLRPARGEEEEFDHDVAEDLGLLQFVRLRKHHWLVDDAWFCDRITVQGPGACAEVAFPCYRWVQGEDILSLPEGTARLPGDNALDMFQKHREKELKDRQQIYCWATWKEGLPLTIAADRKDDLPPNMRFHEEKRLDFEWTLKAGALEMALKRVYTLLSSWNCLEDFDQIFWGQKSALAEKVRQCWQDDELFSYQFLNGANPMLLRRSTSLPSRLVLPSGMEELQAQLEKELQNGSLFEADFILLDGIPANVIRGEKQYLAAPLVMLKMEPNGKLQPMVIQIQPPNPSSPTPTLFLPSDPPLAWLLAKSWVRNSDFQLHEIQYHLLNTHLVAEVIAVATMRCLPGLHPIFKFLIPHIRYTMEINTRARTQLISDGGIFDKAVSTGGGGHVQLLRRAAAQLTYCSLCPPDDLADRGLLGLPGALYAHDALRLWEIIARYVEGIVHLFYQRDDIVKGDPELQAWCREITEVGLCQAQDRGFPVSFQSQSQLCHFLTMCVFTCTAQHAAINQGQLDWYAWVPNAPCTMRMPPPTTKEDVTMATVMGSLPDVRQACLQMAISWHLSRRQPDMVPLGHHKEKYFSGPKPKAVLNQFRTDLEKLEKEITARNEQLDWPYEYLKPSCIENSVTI
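Purified human 12hLO (150 nM final) was preincubated with compounds for 15 min at room temperature in 25 mM Hepes pH 7.0, 0.01% Triton X-100, then reacted with 40 uM arachidonic acid for 30 min. Hydroperoxide was detected with ferrous iron/xylenol orange.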
PNC assembly inh – perinucleolar compartment assembly inhibition | activity change (PNC), negative = inhibition, % at 10 µM | PC3M PTB-GFP, PNC prevalence imaging, 16 h; stronger effect = lower value | actives 3.1% (n = 140,000);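 active = readout at or below -70, meaning at least 70% loss of cells showing the perinucleolar compartment, a nuclear body marking cancer cells; inconclusive = readout between -30 and a set limit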;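 note: plate controls were DMSO wells for no effect and camptothecin positive control wells for full effect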
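Compounds are pinned in duplicate onto adhered PC3M cells stably expressing GFP-tagged PTB and incubated 16 h at 37 C. Cells are then fixed, nuclei stained with Hoechst, and PNC-positive cells counted.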
ALOX15B inhib – 15-hLO-2 (ALOX15B) enzyme inhibition. O15296. purified 15hLO-2, xylenol orange hydroperoxide absorbance. Potency, µM (series often up to 57.1 µM), inactives show top-dose activity change, negative = inhibition, hits mostly inhibitors. actives 0.56% (n = 110,000). AID 881; note: potency is the fitted concentration of half-maximal effect; nearly all actives have a fitted effect of over 60% in size; many of its hits are not listed in these tables
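Screening format was qHTS against 50 nM purified 15hLO-2 in Hepes pH 7.5 with detergent. Activity follows hydroperoxide formation from 45 uM arachidonic acid, measured as 573:405 nm absorbance ratio of the ferric-xylenol orange complex.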
* = called active by the depositor; u = inconclusive; x = not tested or not shown; & = joins results of further samples; [ ] = remark or other dose. Unless noted, calls come from the whole dose curve; as a rule, active = well fitted curve in the direction sought with a large enough effect; inconclusive = small, poorly fitted or top-dose-only effect, or another doubt; inactive = no such curve, though single readings can be large; an effect the other way counts as inactive or inconclusive. Unless noted, % is set by controls: 0 for no effect and ±100 for the full control effect.

SMILES	IMPase cell inh	ALOX12 inhib	PNC assembly inh	ALOX15B inhib
COCCn1c(SCC(=O)N2CC(=O)Nc3ccccc32)nnc1-c1ccoc1C	u	-4%	u	x
CCOc1cc(NS(=O)(=O)c2ccccc2)c(OCC)cc1NC(=O)c1ccco1	-2	-6%	41	-28%
COC(=O)C(C)Sc1ncnc2c1c(-c1ccccc1)cn2-c1ccc(OC)cc1 (stereo not drawn)	6	-4%	u	x
O=C1Nc2cc(Cl)c(Cl)cc2N(O)N1c1ccc(Cl)c(Cl)c1	10	-10%	20	-2%
CC(=O)N1CCN(CC(=O)c2ccc(Br)cc2)CC1	x	0%	-22	x
Cc1cc(C)n(-c2nc(NCCO)c3c4c(sc3n2)CCCC4)n1	-10	5%	32	58%[activator]
COc1cc(/C=N/n2nnnc2N)ccc1O	23	0%	17	-8%
CC(=O)Nc1ccc(N(C)S(C)(=O)=O)cc1	0	4%	32	-1%
CCCC(=O)C1=C(N(C)c2ccccc2)CC(C)(C)C(C(=O)OC)C1=O (stereo not drawn)	3	2%	-17	7%
CC[C@H]1NC(=O)c2cc(S(N)(=O)=O)c(Cl)cc2N1	-4[20.6 µM]	3%[25.6 µM]	x	7%[25.6 µM]
CC(C)Cc1nnc(NC(=O)CSc2ncn[nH]2)s1	6	-5%	-18	x
CC(=O)N1CCc2cc(S(=O)(=O)NC(CC(C)C)C(=O)Nc3cc(C)ccn3)ccc21 (stereo not drawn)	2	1%	-27	8%
NC(=O)c1ncn([C@H]2O[C@@H](CO)[C@@H](O)[C@@H]2O)n1	-3[20.6 µM]	3%[25.6 µM]	x	6%[25.6 µM]
Cc1ccc(-c2nnn(CC(=O)N(CC3CCCO3)C(C(=O)NC3CCCCC3)c3ccc(F)cc3)n2)o1 (stereo not drawn)	0	-6%	-3	3%
CN1CCN(Cc2cc(COCc3ccccc3)c3cccnc3c2O)CC1	1	u	u	49%[activator]
CC(=O)Nc1ccc(SCC(=O)Nc2ccccc2Oc2ccccc2)cc1	8	0%	-10	x
O=C(C1CCN(S(=O)(=O)N2CCC3(CC2)OCCO3)CC1)N1CCOCC1	5	-1%	6	0%
Cc1ccc(C(=O)COc2ccccc2-c2ccccc2)cc1	5	-2%	-29	x
CC(C)(C)n1nnnc1C(c1cccc(C#N)c1)N1CCCc2ccccc21 (stereo not drawn)	-7	-3%	-9	-9%
Cc1ccc(NC(=O)CSc2nnc(Cn3c(=O)sc4ccccc43)n2C)cc1	-3	2%	28	x
Cc1ccc(C)c(NC(=O)C2CC(O)CN2C(=O)OC(C)(C)C)c1 (stereo not drawn)	1	-1%	78	x
CSCc1ccc(C(=O)NCc2ccccc2)cc1	3	-3%	u	x
O=C(N/N=C\c1ccc(CNS(=O)(=O)c2ccccc2)o1)C(=O)Nc1ccc(F)cc1	-1	-2%	1	x
OC1CCCN(c2c3c(nc4cc(-c5cccc(Cl)c5)nn24)CCC3)C1 (stereo not drawn)	2	-1%	188	x
COc1ccc(CN(Cc2cccnc2)C(=S)NCCc2ccccc2)cc1OC	5	7%	-106*	x
CCCNC(=S)N1CCN(CC)CC1	x	-2%	-11	x
CCCCCCCCCn1cc(C(C)=O)c(=O)[nH]c1=O	-1	6%	54	4%
O=C(CSc1nc(-c2ccccc2F)nc2nc[nH]c12)Nc1c(Cl)cc(Cl)cc1Cl	x	1%	7	x
Cc1ccc(N2C(=O)c3ccccc3C2Nc2cccnc2)nc1 (stereo not drawn)	11	-7%	24	x
CC1CCN(S(=O)(=O)c2ccc(NC(=O)CN3CCCC(C)C3)cc2)CC1 (stereo not drawn)	13	-3%	-3	17%

4 entries picked at random from the list so far:
SMILES	IMPase cell inh	ALOX12 inhib	PNC assembly inh	ALOX15B inhib
CSCc1ccc(C(=O)NCc2ccccc2)cc1	3	-3%	u	x
Cc1cc(C)n(-c2nc(NCCO)c3c4c(sc3n2)CCCC4)n1	-10	5%	32	58%[activator]
CC(=O)Nc1ccc(N(C)S(C)(=O)=O)cc1	0	4%	32	-1%
CCCC(=O)C1=C(N(C)c2ccccc2)CC(C)(C)C(C(=O)OC)C1=O (stereo not drawn)	3	2%	-17	7%

The list goes on.
SMILES	IMPase cell inh	ALOX12 inhib	PNC assembly inh	ALOX15B inhib
CN(C)c1ccc(/C=N/N=C/c2ccccc2O)cc1	-3	-6%	u	x
FC(F)(F)c1ccccc1Nc1nccs1	-3	1%	9	-9%
CCNc1nc(NCC)nc(Nn2cnnc2)n1	-2	0%	-23	0%
Cc1cc(C)c(NC(=O)CS(=O)CC(=O)NCC2CCCO2)c(C)c1 (stereo not drawn)	15	1%	14	-1%
N#CC1=C(N)NC(SCc2ccccc2)=C(C#N)C12CCCCC2	6	-21%	19	-16%
C=CCSC1=N/C(=C\c2ccc(C)o2)C(=O)S1	5	-23%	7	u
COc1cc(Sc2ccc(C)cc2)c(OC)cc1N	-5	-13%	-22	10µM*
CCOc1ccc(N2CC(C(=O)NCc3ccc(F)cc3)CC2=O)cc1 (stereo not drawn)	7	3%	u	2%
CC(NC(=O)C1CCC1)c1ccc2c(c1)OCO2 (stereo not drawn)	2	-3%	28	-3%
Cc1ccc(O)c(-c2cc(C(=O)Nc3ccc(S(=O)(=O)N4CC(C)OC(C)C4)cc3)[nH]n2)c1 (stereo not drawn)	11	-2%	9	0%
CN1CCN(NC(=O)c2ccc(Cl)cc2Cl)CC1	x	3%	-25	x
CCOC(=O)c1[nH]c2ccc(OC)cc2c1NC(=O)c1nonc1C	16	-5%	-16	-11%
CC(CC(=O)NCC1CCCO1)c1ccccc1 (stereo not drawn)	-3	-4%	74	x
COc1ccc(NC(=O)Nc2ncn(Cc3cccc(C(F)(F)F)c3)n2)cc1OC	17	3%	-11	4%
OC(CNCC1COc2ccccc2O1)COCc1cccs1 (stereo not drawn)	-5	8%	185	x
Cc1cc(Br)ccc1NC(=O)C(C)c1ccc([N+](=O)[O-])cc1 (stereo not drawn)	x	1%	31	x
C=CCOc1ccc(CNc2nccs2)cc1	9	8%	68	x
Cc1cc(C)c(S(=O)(=O)N2CCCCC2)c(C)c1N(C)S(=O)(=O)c1ccccc1	12	7%	63	-7%
CNC(=O)[C@]1(C)C[C@H]1[C@H](NC(=O)[C@]1(C)C[C@H]1[C@H](NC(=O)[C@]1(C)C[C@H]1[C@H](NC(=O)[C@]1(C)C[C@H]1[C@H](NC(=O)OCc1ccccc1)c1ccccc1)c1ccccc1)c1ccccc1)c1ccccc1	x	-1%	x	-5%
O=C(O)c1ccc2c(c1)N(Cc1cccc(F)c1)C(=O)CS2	0	-2%	-3	-4%
COc1ccc(NC(=O)C2CC(=O)n3cnnc3S2)cc1 (stereo not drawn)	-2	-4%	u	-24%
CCOC(=O)c1c(-c2ccc(OC)cc2)csc1NC(=O)COc1ccc2c(C)cc(=O)oc2c1	-10	-5%	122	x
Cc1cc(C)cc(-n2c(=O)c3sccc3n(CC(=O)NCc3ccco3)c2=O)c1	2	-5%	46	-13%
COCCCNC(=S)NC(=O)c1ccc(C)cc1	x	u	-21	x
O=C(Nc1ccc2oc(-c3ccccc3)nc2c1)c1ccc2c(c1)OCCO2	8	-3%	-3	-13%
Cc1ccc2[nH]c(=O)c(CN(CC3CCCO3)C(=O)c3ccncc3)cc2c1 (stereo not drawn)	-6	-3%	2	-2%
CCC(C)NC(=O)c1cnn2c1NC(c1ccc3c(c1)OCO3)CC2C(F)(F)F (stereo not drawn)	0	-5%	-9	-3%
C[C@H]1NC(=O)NC1=O	4&2[20.6 µM]	1%&2%[25.6 µM]	x	4%&1%[25.6 µM]
Cc1ccc(/C=N/NC(=O)C2CCN(Cc3ccc(F)cc3Cl)CC2)o1	7	0%	-22	-7%
O=C1CN(C(=O)CSc2nnc(C3CC3)n2-c2ccccc2)c2ccccc2N1	7	2%	1	-9%
CCOC(=O)CSc1nc2c(sc3ccc([N+](=O)[O-])cc32)c(=O)n1Cc1ccco1	x	0%	-87*	x
COc1ccc(N2C(=O)CC(SCC(=O)O)C2=O)cc1 (stereo not drawn)	-11	6%	6	x
CC(C)C(=O)Nc1ccc(S(=O)(=O)Nc2nccc(/C=C/c3ccccc3)n2)cc1	x	2%	13	x
Cc1ccc(S(=O)(=O)N2CCCCC2)cc1NC(=O)COC(=O)Cc1ccc(Cl)cc1	x	2%	-17	x
O=C(N/N=C/c1ccc(O)cc1)/C(=C/c1ccc([N+](=O)[O-])cc1)NC(=O)c1ccccc1	0	-7%	-101*	u
Cc1nn(Cc2c(Cl)cccc2Cl)c(Cl)c1/C=C/C(=O)OCC(=O)NCC(F)(F)F	3	0%	-1	-21%
CCCCCNC(=O)N[C@H](C(=O)O)C(C)C	x	-1%	u	x
CCOc1ccc2nc(NS(=O)(=O)c3ccc4c(c3)n(C)c(=O)n4C)sc2c1	-1	-6%	16	-18%
Cc1nc2cc3nc(C)sc3cc2s1	-2	-14%	25	-4%
COC(=O)[C@@]1(Cc2ccc(OC)cc2)[C@H]2c3cc(C(=O)N(C)C)n(CCN4CNCC4=O)c3C[C@H]2CN1C(=O)c1ccccc1	x	-1%	x	2%
COc1ccc(N=Nc2cnc(C)nc2-c2ccccc2)cc1	-5[1.84 µM]	-1%	-85*	-9%[11.4 µM]
CCOC(=O)c1cc2c3ccccc3n(CC)c2nc1N	-12	-3%	5	-4%
Cc1cc(C)c2c(CC(=O)O)coc2c1	-4	0%	-9	-4%
N#Cc1nc(COc2ccc(Cl)cc2Cl)oc1N1CCN(c2ccccc2)CC1	8	-10%	u	0%
COC(CNC(=O)c1ccc2c(c1)nc(C)n2-c1ccc(F)c(F)c1)OC	2	-2%	-91*	x

Compounds listed so far that have a cyano group (3):
SMILES	IMPase cell inh	ALOX12 inhib	PNC assembly inh	ALOX15B inhib
CC(C)(C)n1nnnc1C(c1cccc(C#N)c1)N1CCCc2ccccc21 (stereo not drawn)	-7	-3%	-9	-9%
N#CC1=C(N)NC(SCc2ccccc2)=C(C#N)C12CCCCC2	6	-21%	19	-16%
N#Cc1nc(COc2ccc(Cl)cc2Cl)oc1N1CCN(c2ccccc2)CC1	8	-10%	u	0%

Carrying on.
SMILES	IMPase cell inh	ALOX12 inhib	PNC assembly inh	ALOX15B inhib
COc1cc(-c2ccc(=O)[nH]n2)ccc1OC(F)F	4	1%[0.00818 µM]	x	-4%[0.0915 µM]
CCC(=O)Nc1cc(=O)[nH]c2ncnn12	-7	1%	-3	-4%
COc1cc(Cl)c(C)cc1NC(C)C(=O)Nc1cc(C(F)(F)F)ccc1N1CCOCC1 (stereo not drawn)	x	-1%	u	x
COc1ccc(-c2nnn(CC(=O)N(Cc3ccccc3Cl)C(C(=O)NCC3CCCO3)c3ccco3)n2)cc1 (stereo not drawn)	0	5%	108	-3%
CCOC(=O)c1ccccc1NS(=O)(=O)c1ccc(OCC)cc1	11	-4%	9	5%
O=C(NC1CCCc2ccccc21)C1CCCN(S(=O)(=O)c2cnc[nH]2)C1 (stereo not drawn)	7	2%	27	10%
CSc1ccc(/C=c2\s/c(=C\C(=O)C(C)(C)C)n(CC(=O)NCCC3=CCCCC3)c2=O)cc1	0	-3%	29	x
O=C(CSc1nnc2c(Cl)cc(Cl)cn12)N1CCN(c2ccc(F)cc2)CC1	x	6%	9	x
C=CCn1c(O)c(N=NC(=O)c2ccccc2NS(=O)(=O)c2cccs2)c2ccccc21	1	-2%	5	x
CN(CC(=O)NCCN1CCN(c2ccccc2)CC1)S(=O)(=O)c1ccc2c(c1)CCC(=O)N2	-4	2%	9	1%
N#Cc1ccc(NC(=O)COC(=O)CNC(=O)C2CCCCC2)cc1	4	-2%	-105*	-8%
C=C(C)COc1ccc(-c2nc(N)nc(C)c2Oc2ccccc2OC)c(O)c1	u	-18%	9	-14%
CN(C)/C=C1/Nc2ccccc2C1=O	19	-1%	10	-27%
CCOC(=O)c1cc(C(=O)c2cccs2)n2ccc(C(C)=O)cc12	u	-5%	-1	1%

An excerpt. The share of hits here may be higher or lower than overall.
